NR2E3 ag-1 – activates human photoreceptor nuclear receptor NR2E3 | Q9Y5X4 | GST-NR2E3/biotin-RetCOR TR-FRET, 1536-well | inhibition of corepressor binding, % at 4.78 µM | 320,000 tested, 0.12% active | AID 2300;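 active means percent inhibition above the cutoff of mean plus 3 SD of all tested compounds, set per screening campaign, cut at about 20% in these data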;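 further: 0% = DMSO wells and 100% = biotin wells as full block of FRET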
Target sequence (Q9Y5X4 whole entry, looked up): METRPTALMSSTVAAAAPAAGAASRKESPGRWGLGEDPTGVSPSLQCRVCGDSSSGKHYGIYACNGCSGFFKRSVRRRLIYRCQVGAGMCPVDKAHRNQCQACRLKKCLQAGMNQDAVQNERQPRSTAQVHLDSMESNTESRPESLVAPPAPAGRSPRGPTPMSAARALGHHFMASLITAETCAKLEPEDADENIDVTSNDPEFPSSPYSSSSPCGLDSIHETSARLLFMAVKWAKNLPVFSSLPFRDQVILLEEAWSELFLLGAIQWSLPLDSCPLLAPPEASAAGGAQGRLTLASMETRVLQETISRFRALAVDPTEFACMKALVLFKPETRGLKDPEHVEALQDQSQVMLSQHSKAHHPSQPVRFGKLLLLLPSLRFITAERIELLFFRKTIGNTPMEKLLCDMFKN
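System: GST-tagged NR2E3 plus biotinylated RetCOR corepressor; Buffer or medium: pH 7.5 Tris-based buffer; Probe or stimulus: RetCOR corepressor, biotinylated, 7 nM; Doses: compound at 4.8 µM, single dose; Schedule: 5 h incubation at 4 °C; Technique: time-resolved FRET; Evaluation: percent inhibition of TR-FRET ratio; Replication: one well per compound, singlicate testing.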
iPSC survival up – increases survival of single human iPS cells; hiPSC single-cell survival, ATPlite luminescence; 100% = ROCK inhibitor wells, 0% = DMSO; survival enhancement, % at 20 µM; 360,000 tested, 0.044% active; AID 602274; in the data active means survival enhancement above about 18%;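 further: cells exposed to compounds for 16 hours before the ATP read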
HIF-2a block – inhibitors of HIF-2a. 786-0 RCC cells HIF-2a reporter, luciferase luminescence, overnight. inhibition, % at 18.8 µM. 360,000 tested, 0.72% active;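 active means inhibition of the luminescence signal of 40% or more relative to plate controls, in a single-dose primary screen at 18.75 µM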
NR2E3 ag-2 – human photoreceptor-specific nuclear receptor agonism; CHO-S Gal4-NCOR/VP16-NR2E3 two-hybrid, luciferase; AID 602229; Q9Y5X4; inhibition of corepressor binding, % at 3.98 µM; 360,000 tested, 0.35% active;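 active means inhibition above the mean of all tested compounds plus 3 SD, cut at about 70% in these data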;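 further: 0% = DMSO with NR2E3 transfected cells and 100% = cells lacking NR2E3 construct; higher means lower luciferase signal from less NR2E3 corepressor binding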
LMP1 NFkB inh – reduces LMP1-driven NF-kappaB luciferase signal. AID 504558. 350,000 tested, 0.69% active. inhibition, % at 12.5 µM. LMP1-induced NF-kappaB luciferase reporter cells, luminescence; in the data active means inhibition above about 41%;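 further: 0% = neutral control wells and 100% = reference inhibitor control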
MITF TRPM1 inh – inhibitors of MITF-driven TRPM1 promoter in melanoma cells | SK-MEL-5 TRPM1 promoter luciferase, 24 h | inhibition, % at 12.5 µM | 330,000 tested, 0.83% active;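 active means mean inhibition across replicates of 60% or more, whatever share of single replicates reaches that level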; further: values of inactives mirror those of a sister screen read the other way
TRAIL sens C8 – caspase-8 TRAIL sensitization; NB7+C8 cells + TRAIL, ATPlite viability luminescence; inhibition (viability loss, TRAIL sensitization), % at 10 µM; 360,000 tested, 1% active;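 active means compounds causing at least 50% loss of cell viability in the single-dose screen, relative to plate controls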
Peg3 promoter – inhibitors of Peg3 promoter | HeLa PEG-Prom luciferase reporter, luminescence, overnight | inhibition, % at 20 µM | 360,000 tested, 1.7% active;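 active means inhibition of at least 50% at 20 µM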
KKLEB tox – reduces viability of KKLEB cystic fibrosis airway cells; 360,000 tested, 0.36% active; KKLEB CF airway cells viability, ATPlite luminescence, overnight; stronger effect = lower value; cells stimulated with P. aeruginosa culture filtrate; activity change (cytotoxicity), % at 5 µM; AID 602141;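 active means corrected activity change at or below -50% at 5 µM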
CF NFkB block – inhibitors of cystic fibrosis induced NF-kB; KKLEB NF-kB-GFP reporter, PAF-induced, GFP fluorescence overnight; inhibition, % at 5 µM; 360,000 tested, 0.86% active; AID 588850;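 active means at least 50% inhibition at 5 µM, scaled per plate between neutral and stimulator controls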;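 further: PAF is a Pseudomonas aeruginosa culture filtrate used as stimulus; plate controls were PAF-stimulated DMSO wells for no effect and unstimulated DMSO wells for full effect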
Shn3 inh set2 – reduces Shn3 3'UTR luciferase signal in osteoblasts. Clone20 osteoblast Shn3 3'UTR firefly luciferase, 24 h. inhibition, % at 12.5 µM. 360,000 tested, 0.52% active;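 active means mean inhibition of at least 75% with every replicate also reaching 75%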;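 further: 0% = median of neutral control wells and 100% = pilot-screen positive control compound; some compounds past the cut are filed as inactive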
Starred values were filed as active, the others as inactive; · = not tested or not shown.

SMILES | NR2E3 ag-1 | iPSC survival up | HIF-2a block | NR2E3 ag-2 | LMP1 NFkB inh | MITF TRPM1 inh | TRAIL sens C8 | Peg3 promoter | KKLEB tox | CF NFkB block | Shn3 inh set2
CC(=O)C(N=Nc1ccccc1)(Sc1nnc(-c2ccccc2)n1-c1ccccc1)C(=O)Nc1ccccc1 (stereo not given) | -5.2 | 0.0 | -3.9 | -24.9 | 5.2 | 13.9 | 11.5 | 5.1 | 0.0 | -11.6 | 26.7
OC(COc1ccc2cc(Br)ccc2c1)Cn1ccnc1 (stereo not given) | -6.0 | 1.1 | -18.9 | -30.2 | 1.2 | · | 2.4 | -35.0 | 1.9 | -22.4 | 1.3
COc1cc(C2CC(c3ccccc3)=NN2c2ccccc2)ccc1OCC(=O)O (stereo not given) | 1.6 | -0.6 | -11.7 | -20.5 | -2.5 | 2.9 | -18.3 | -9.2 | 3.7 | 0.1 | -10.5
COc1ccc(C(=O)N/C(=C\c2ccccc2)C(=O)NC(CCSC)C(=O)O)cc1 (stereo not given) | 1.8 | -3.1 | 4.8 | -11.9 | 7.3 | 1.6 | -10.7 | -7.9 | -5.5 | 5.0 | -16.0
O=C(Nc1c(Br)cc2c(c1Br)Cc1cc([N+](=O)[O-])ccc1-2)C(Cl)Cl | · | 1.0 | -9.5 | 7.2 | -15.0 | 14.4 | 25.7 | 12.1 | -11.8 | -24.1 | -29.6
O=C1C(O)=C(O)C(=O)c2ccccc21 | 4.0 | 3.1 | 14.4 | 0.0 | -4.3 | 36.9 | 3.0 | 27.4 | -3.6 | 15.5 | -0.9
Cc1ccc(-c2cc(C(=O)Nc3ccc(S(=O)(=O)N4CC(C)OC(C)C4)cc3)[nH]n2)c(O)c1 (stereo not given) | -3.0 | -0.1 | 21.3 | -6.7 | 26.0 | -5.3 | 17.5 | 42.7 | -8.1 | 13.0 | 36.8
NC(=O)NC(=O)C(Nc1ccc(N2CCCCC2)cc1)c1ccccc1 (stereo not given) | 2.8 | -0.1 | -83.3 | 22.0 | -2.7 | -23.7 | -6.3 | -55.6 | 3.9 | -7.6 | -82.4
O=C(CS(=O)(=O)Cc1ccccc1)NCc1ccccc1Cl | 0.7 | -0.1 | -10.7 | -20.2 | -4.7 | 0.1 | 2.5 | -23.8 | -16.4 | 23.1 | -13.9
CCN(CC(=O)Nc1c(F)cccc1F)C(=O)CNC(=O)c1ccc2ccccc2c1 | -0.8 | 0.3 | -8.3 | -5.4 | -2.8 | -10.5 | -2.5 | -9.7 | 4.7 | -5.9 | -139.1
Cc1sc2nc(SCC(=O)NCc3cccs3)[nH]c(=O)c2c1C | 0.0 | -1.0 | 12.9 | -7.7 | 5.3 | -5.7 | 5.1 | 24.9 | -6.1 | -17.2 | 7.4
COc1ccccc1NC(=O)c1cc(S(=O)(=O)N2CCc3ccccc32)ccc1F | 0.3 | -0.3 | -10.4 | -21.1 | 11.8 | 1.9 | -6.2 | -9.3 | 3.2 | -15.3 | 28.5
CNC(=O)OCc1cccc(COC(=O)NC)n1 | -3.7 | 10.2 | 21.2 | 6.1 | -5.2 | -9.5 | -0.9 | 2.4 | -1.1 | 2.5 | -9.3
CCOC(=O)Nc1ccc(S(=O)(=O)Nc2cc(C)on2)cc1 | 1.2 | 0.5 | 12.8 | -10.5 | 1.8 | -16.6 | -5.1 | -20.8 | -8.3 | 3.3 | 7.0
Cc1onc(-c2ccccc2)c1NC(=O)N(Cc1ccccc1)C(C)C | -2.0 | -0.3 | 13.6 | -8.8 | 1.1 | 9.9 | -17.4 | 16.5 | -5.8 | 7.6 | -39.6
COc1cccc(N2CCN(c3nc(-c4ccccc4C)cc(=O)[nH]3)CC2)c1 | · | -0.4 | -52.7 | 93.0* | -42.1 | -2.7 | 6.3 | 103.6* | -5.5 | 67.3* | -85.3
CC(C)Cc1nn2c(N)c(/C=C3\C=Nc4ccccc43)c(=O)nc2s1 | -6.1 | -0.8 | -26.5 | -20.4 | 2.0 | -15.4 | -4.6 | -16.2 | 3.4 | -11.2 | -0.9
O=C(COC(=O)c1ccc(Cl)c(S(=O)(=O)N2CCCC2)c1)NC1CCCC1 | 7.7 | -2.1 | 11.4 | -23.2 | 7.5 | 1.7 | -0.3 | 13.8 | -5.1 | 4.6 | -0.2
COc1cccc(C2c3cc4c(cc3OC(N3CCOCC3)C2C)OCO4)c1O (stereo not given) | · | 0.5 | 23.2 | -16.2 | -5.0 | 1.2 | 13.0 | 22.8 | -4.8 | 1.4 | -21.1
Fc1cccc(CN2CCC(Cc3ccccc3)CC2)c1 | -1.0 | -0.4 | -8.3 | 13.1 | 2.1 | 9.3 | -6.9 | 0.5 | -3.1 | 11.0 | 8.9
Cc1nnc(N2C(=O)C(O)=C(C(=O)c3ccco3)C2c2ccc(C(C)(C)C)cc2)s1 (stereo not given) | 8.1 | 5.7 | -114.8 | -17.6 | 4.7 | -8.2 | 7.5 | -49.9 | 0.9 | 3.2 | 1.0
COc1ccc(CCN2C(=O)CSC2=Nc2ccc(C(C)C)cc2)cc1OC | 1.6 | 0.3 | 9.4 | 49.5 | 21.1 | 29.3 | 12.9 | 34.7 | -19.5 | 11.0 | 81.6
CCC(Oc1ccccc1)C(=O)Nc1nc2ccccc2[nH]1 (stereo not given) | 9.7 | -1.8 | -105.6 | -32.6 | -5.8 | -36.6 | 37.5 | -99.4 | -6.3 | 0.0 | 46.1
CC(=O)N(c1ccccc1)c1ccccc1[N+](=O)[O-] | · | -2.4 | 1.8 | -21.5 | -3.0 | · | -8.0 | 9.5 | -3.7 | -0.3 | 13.5
Cc1ccc(NC(=O)C(=O)NCCN2CCN(C(=O)C(c3ccccc3)c3ccccc3)CC2)cc1 | 0.8 | -0.2 | 4.0 | -5.7 | 10.1 | 8.5 | 7.3 | 6.3 | -5.2 | -9.5 | 14.3
O=C(Cc1cccc(NC(=O)C2CCN(C(=O)C3CCC3)CC2)c1)Nc1cccc(C(=O)N2CCCC2)c1 | -0.2 | -1.7 | 6.9 | 18.4 | -7.9 | · | -23.6 | 6.4 | -8.5 | 4.1 | -7.0
O=C(Cn1ncc2c3ccccc3n(Cc3ccccc3F)c2c1=O)NCCN1CCOCC1 | -0.5 | -0.2 | 7.4 | -25.5 | 1.2 | 4.4 | -6.4 | -0.3 | 5.1 | -15.3 | -15.1
Cc1noc(C)c1C(=O)N1CCCC(Nc2ccc(C(C)C)cc2)C1 (stereo not given) | 5.8 | 1.6 | 10.5 | -18.4 | 0.9 | 5.2 | 2.2 | -7.7 | -7.7 | -5.9 | -4.5
CN1CCN(C(=O)/C(=C/c2cn(S(=O)(=O)N(C)C)c3ccccc23)NC(=O)c2ccccc2F)CC1 | 0.0 | -0.3 | -0.3 | -9.6 | -4.4 | -16.1 | -10.3 | 9.4 | -19.3 | 6.5 | 8.0
Cc1cccc(C(=O)N2CCN(c3ncnc4c3cnn4-c3ccccc3)CC2)c1 | -3.8 | -0.8 | -2.5 | -38.6 | 6.8 | 6.5 | 26.0 | 11.8 | -6.0 | 1.7 | 22.1
Cc1cc(NC(=O)CSCC(=O)OCC(=O)c2ccc(Br)cc2)no1 | · | 1.8 | -3.1 | -8.3 | 2.9 | · | 13.5 | -12.6 | 10.9 | -3.1 | -1.9
O=S(=O)(O)c1cccc2cccc(Nc3ccccc3)c12 | 1.9 | -0.2 | 7.0 | -18.6 | -5.2 | 2.0 | -7.0 | 16.0 | 4.6 | 3.2 | -0.5
N#Cc1ccccc1OCC(=O)NNC(=O)CCC1CCCC1 | · | -0.6 | -7.8 | -44.4 | -2.9 | 13.7 | 1.4 | -16.7 | 11.6 | -19.4 | 7.2
O=C(CNC(=O)c1ccccc1)c1ccccc1 | -2.5 | -1.9 | -132.6 | -154.2 | 4.7 | -13.8 | 5.8 | -168.9 | -10.3 | 3.2 | -42.8
O=C(CSc1nc2ccccc2c(=O)[nH]1)Nc1ccc(C(=O)O)cc1 | 1.1 | 0.1 | 15.7 | 1.2 | -10.7 | 12.2 | 1.9 | 1.8 | 1.0 | -33.2 | -5.1
CC1CCCN(S(=O)(=O)c2ccccc2[N+](=O)[O-])C1 (stereo not given) | -1.3 | -0.9 | 23.9 | 9.3 | -10.0 | 6.1 | 4.0 | 10.1 | -3.6 | 2.9 | -13.0
Cc1cccc(N2C(=O)c3cccc(Oc4ccc(Cl)cc4)c3C2=O)c1 | -0.3 | 0.2 | 15.9 | -32.6 | -1.6 | 15.1 | -4.5 | -1.2 | 3.5 | 11.5 | -6.8
CCN(CC(=O)Nc1ccc2c(c1)OCCO2)C(=O)CCOc1ccccc1 | 1.1 | -0.1 | -27.6 | 0.5 | 2.4 | -11.1 | -19.2 | -10.7 | 4.9 | 13.3 | -0.1
CC(=O)c1ccc(OC(=O)c2ccc(Br)o2)cc1 | -1.4 | -1.1 | -10.6 | 13.0 | -0.2 | -10.8 | -5.9 | 3.8 | -0.1 | 5.2 | 1.1
COc1ccc(C(=O)C2CCCN(C(=O)c3cccc(Cn4cccn4)c3)C2)cc1F (stereo not given) | 0.1 | 0.6 | 11.1 | 35.6 | 8.1 | 11.5 | -0.7 | 17.7 | -15.5 | 23.0 | 18.6
COc1cccc(OC)c1C(=O)NNC(=O)c1cccc(COc2ccc3c(c2)CCC3)c1 | 2.6 | -5.4 | -68.6 | -221.7 | 29.9 | 10.7 | 9.9 | -257.6 | 6.6 | -15.3 | -39.4
Cc1ccc(C(=O)NCCC(=O)N2CCOCC2)cc1 | 2.0 | -0.3 | -123.9 | -108.8 | -20.2 | -38.8 | -1.9 | -173.9 | -16.6 | 1.7 | -19.5
COC(=O)c1ccc(NC(=O)c2c(C(=O)Nc3ccccc3)sc3nc(C)cc(=O)n23)cc1 | -35.4 | -2.0 | 17.8 | -30.8 | -13.2 | 7.5 | -3.1 | 17.2 | 11.5 | -13.4 | 8.9
CCCCN(C(=O)NC(=O)Nc1ccccc1OCC)S(C)(=O)=O | 1.2 | 0.4 | 14.2 | -18.9 | 7.7 | 13.6 | -13.9 | -1.8 | -1.9 | -0.3 | 18.9

Three structures from above, sorted by SMILES length, descending:
SMILES | NR2E3 ag-1 | iPSC survival up | HIF-2a block | NR2E3 ag-2 | LMP1 NFkB inh | MITF TRPM1 inh | TRAIL sens C8 | Peg3 promoter | KKLEB tox | CF NFkB block | Shn3 inh set2
CCN(CC(=O)Nc1c(F)cccc1F)C(=O)CNC(=O)c1ccc2ccccc2c1 | -0.8 | 0.3 | -8.3 | -5.4 | -2.8 | -10.5 | -2.5 | -9.7 | 4.7 | -5.9 | -139.1
COc1ccc(CCN2C(=O)CSC2=Nc2ccc(C(C)C)cc2)cc1OC | 1.6 | 0.3 | 9.4 | 49.5 | 21.1 | 29.3 | 12.9 | 34.7 | -19.5 | 11.0 | 81.6
Cc1sc2nc(SCC(=O)NCc3cccs3)[nH]c(=O)c2c1C | 0.0 | -1.0 | 12.9 | -7.7 | 5.3 | -5.7 | 5.1 | 24.9 | -6.1 | -17.2 | 7.4

Screening data (PubChem BioAssay)

An excerpt; count on the stated rates, not on these rows.
